p97 inhibitor – human p97 ATPase inhibition | P55072 | recombinant p97 ATPase, Kinase-Glo ATP luminescence, 3 h | AID 1481 | inhibition, % at 8 µM | 220,000 tested, 0.42% active; in the data active = inhibition above about 15%;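 note: 0% = DMSO vehicle and 100% = wells lacking enzyme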
MDM2 E3 inh – inhibitors of human Mdm2 E3 ubiquitin ligase; 210,000 tested, 0.11% active; signal enhancement, % at 5 µM; cell-based MDM2 ubiquitination luciferase reporter, 2 h; 0 = plate control, 100 = twice control, blank-subtracted;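 active = signal enhancement of 30% or more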;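 note: luminescence tracks abundance of the self-degrading MDM2-luciferase fusion protein; higher signal means inhibition of MDM2 E3 ligase activity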
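Material: stable MDM2–luciferase fusion reporter cells / Quantity: 2000 cells/well / Dosing: single 5 µM compound dose, 0.2% final DMSO / Buffer or medium: DMEM / Schedule: 4 h cell settling then 2 h compound exposure, 37 °C / Detection: luminescence with SteadyLite reagent, 15 min at room temperature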
NPY1 pot ag – potentiates or activates human NPY-Y1 receptor; activation, % at 3.6 µM; 220,000 tested, 0.37% active; P25929; NPY-Y1 expressing cells, potentiator/agonist activation; in the data active = activation above about 33%, passing the limit was not always enough;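 note: cells stimulated with NPY at EC10 then isoproterenol at EC100; 0% = low agonist plus stimulus and 100% = saturating agonist plus stimulus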
Target sequence (P25929 whole entry, looked up): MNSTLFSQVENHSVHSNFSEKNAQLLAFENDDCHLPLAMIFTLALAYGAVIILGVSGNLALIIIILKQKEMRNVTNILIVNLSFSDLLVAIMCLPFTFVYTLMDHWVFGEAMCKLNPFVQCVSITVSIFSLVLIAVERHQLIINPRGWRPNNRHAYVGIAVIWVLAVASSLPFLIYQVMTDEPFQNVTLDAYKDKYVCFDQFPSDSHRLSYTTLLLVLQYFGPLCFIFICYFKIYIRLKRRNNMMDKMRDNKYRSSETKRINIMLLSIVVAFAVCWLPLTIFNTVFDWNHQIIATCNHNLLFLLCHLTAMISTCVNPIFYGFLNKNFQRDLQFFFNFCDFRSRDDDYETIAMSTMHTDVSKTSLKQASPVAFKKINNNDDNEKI
Hck-Nef inh – blocks Nef-activated human Hck kinase; P08631; AID 463187; inhibition, % at 20 µM; Recombinant Hck-YEEI plus Nef, Z-Lyte FRET kinase assay; 220,000 tested, 0.68% active;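 active = Hck-Nef kinase inhibition above about 50%, limit read from the data; inactive = inhibition below that limit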;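 note: 0% = DMSO with Hck plus Nef and 100% = Hck alone without Nef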
Target sequence (P08631 whole entry, looked up): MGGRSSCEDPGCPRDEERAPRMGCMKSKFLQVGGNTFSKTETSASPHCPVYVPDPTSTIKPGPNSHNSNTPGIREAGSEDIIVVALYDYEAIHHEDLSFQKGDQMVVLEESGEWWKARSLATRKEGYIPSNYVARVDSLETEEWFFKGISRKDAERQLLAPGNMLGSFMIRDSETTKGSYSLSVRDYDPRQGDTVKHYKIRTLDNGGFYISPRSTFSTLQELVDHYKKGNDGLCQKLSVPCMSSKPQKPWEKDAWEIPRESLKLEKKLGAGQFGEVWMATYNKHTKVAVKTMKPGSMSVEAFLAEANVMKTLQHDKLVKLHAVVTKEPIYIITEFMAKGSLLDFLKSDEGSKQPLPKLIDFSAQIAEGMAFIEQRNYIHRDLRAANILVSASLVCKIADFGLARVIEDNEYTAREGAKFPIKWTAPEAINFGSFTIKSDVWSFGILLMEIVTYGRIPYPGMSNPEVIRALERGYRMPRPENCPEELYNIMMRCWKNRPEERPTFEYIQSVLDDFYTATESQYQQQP
NPY-Y2 PAM-ag – human NPY-Y2 potentiation or agonism, primary screen. 220,000 tested, 0.45% active. activation, % at 3.6 µM. cells expressing NPY-Y2, potentiator/agonist read-out. P49146; in the data active = activation above about 27%;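 note: cells stimulated with NPY near EC25 plus isoproterenol at EC100; 0% = vehicle plus submaximal agonist and 100% = vehicle plus saturating agonist; some results beyond the cut were filed as inactive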
NPY Y1 blocker – antagonists of human neuropeptide Y receptor Y1 | P25929 | HEK293-CNG Y1 cells, membrane potential fluorescence; NPY at EC95, then isoproterenol | inhibition, % at 3.6 µM | 200,000 tested, 1% active | AID 1040;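 active = inhibition above the campaign mean inhibition of all tested compounds plus 3 SD, cut at about 20% in these data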;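 note: 0% = DMSO wells given NPY plus isoproterenol and 100% = isoproterenol alone without NPY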
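Material: HEK293 cells with Y1 receptor plus CNG channel; times: compound incubation 1 h at room temperature, readout 45 min post-stimulation; signal: fluorescence, membrane potential probe; read-out basis: fluorescence ratio normalized to % inhibition between controls; benchmarks: full-block control isoproterenol-only wells, zero-block control NPY plus isoproterenol wells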
Runt-CBFb FRET – Runt domain-CBFb interaction inhibition; Cerulean-Runt/Venus-CBFb FRET ratio 530/480, 1 h; inhibition, % at 20 µM; 220,000 tested, 0.46% active;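 active = inhibition over about 50% at 20 µM in the single-dose screen, limit read from the data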;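 note: 0% = DMSO wells and 100% = excess unlabeled CBFb competitor control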
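Assay system: Cerulean-Runt domain fusion protein, energy donor; Signal: fluorescence energy transfer, 422 nm excitation, 530/480 nm emission; Timing: 1 h compound exposure, room temperature; Control set: unlabeled CBFb; Medium: Tris buffer pH 7.5 with salts and BSA; Compound: single test concentration of 20 µM, 1% DMSO final; Probe or stimulus: Venus-CBFb 100 nM.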
Runt-SMMHC FRET – blocks binding of human RUNX1 Runt domain to CBFb-SMMHC. Q01196+Q13951. Cerulean-Runt/Venus-CBFb-SMMHC FRET ratio 530/480, 1 h. inhibition, % at 20 µM. 220,000 tested, 0.74% active. AID 1434;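 active = mean inhibition across duplicate retests at 20 µM reaching about 50%, limit read from the data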;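 note: 0% = DMSO wells and 100% = wells with excess untagged CBFb-SMMHC; inhibitors lower the FRET ratio by blocking Runt binding to CBFb-SMMHC; some results filed as inactive read as strong as hits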
RBBP9 inh – human RBBP9 hydrolase inhibition; O75884; recombinant RBBP9, FP-Rh probe fluorescence polarization; inhibition, % at 7.94 µM; 220,000 tested, 0.2% active; AID 1515;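 active = inhibition above the campaign mean of all tested compounds plus 3 SD, cut at about 14% in these data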;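 note: plate controls were DMSO wells with RBBP9 for no effect and wells lacking RBBP9 protein for full effect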
Target sequence (O75884 whole entry, looked up): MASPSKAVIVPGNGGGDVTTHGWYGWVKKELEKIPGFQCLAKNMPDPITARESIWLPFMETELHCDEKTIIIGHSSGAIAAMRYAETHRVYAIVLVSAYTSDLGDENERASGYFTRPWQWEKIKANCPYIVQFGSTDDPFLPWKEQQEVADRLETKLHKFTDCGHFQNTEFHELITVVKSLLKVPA
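Controls: DMSO-treated enzyme wells and wells lacking RBBP9 | Material: RBBP9 protein | Technique: Fluorescence polarization | Replication: Single well per compound, no replicates | Buffer or medium: Tris-NaCl-Pluronic buffer, pH 8.0 | Timing: 30 min compound preincubation, 45 min probe labeling, 25 °C | Read-out basis: Percent inhibition from mP, scaled between DMSO and no-protein wells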
Starred values were filed as active, the others as inactive; nt = no result given.

SMILES	p97 inhibitor	MDM2 E3 inh	NPY1 pot ag	Hck-Nef inh	NPY-Y2 PAM-ag	NPY Y1 blocker	Runt-CBFb FRET	Runt-SMMHC FRET	RBBP9 inh
COc1ccccc1NC(=O)c1cc(S(=O)(=O)NCc2ccccc2)ccc1F	4	7	-1	22	-12	1	-2	-5	-1
O=C(Nc1nnc(SCc2ccccc2)s1)c1cccc([N+](=O)[O-])c1	0	-10	2	1	-14	5	1	0	-11
FC(F)(F)c1ccc(-c2n[nH]c(=S)o2)nc1	4	-22	2	11	-8	nt	6	1	5
CCCC1CCC(C(=O)Nn2cnc3ccccc3c2=O)CC1 (configuration not stated)	0	-46	-15	6	6	1	0	-7	-6
CC(C)NC(=O)CSc1nc(-c2cccs2)cc(-c2ccccc2)c1C#N	2	1	5	13	12	2	0	3	-6
O=C(NC1CC1)c1sccc1-n1cccc1	4	-9	5	3	5	0	-1	1	-3
FC(F)(F)c1ccc(Sc2nnc(-c3cccs3)n2CC2CCCO2)nc1 (configuration not stated)	0	9	-8	-1	14	-2	0	2	1
CCn1nc(C)c(/C=N/NC(=O)Cc2ccc(Cl)cc2)c1C	-2	-3	-10	1	10	0	-4	2	-6
Nc1c(C(=O)NCc2cccnc2)sc(=S)n1-c1ccccc1	2	-11	7	8	3	-1	44	13	-9
O=C1N=C(N2CCCCC2)SC1=C1CCCCC1	0	-35	-11	-13	-4	0	3	2	-8
O=C(N/N=C/C=C\c1ccccc1[N+](=O)[O-])c1cccs1	-1	1	-2	4	-5	0	4	5	-7
O=c1c(C=NCCCO)c(-c2ccccc2)[nH]n1-c1nc2ccccc2s1	3	-22	18	20	15	-3	-3	2	-11
CSCCC1NC(=O)N(CC(=O)Nc2c(Cl)cc(Cl)cc2Cl)C1=O (configuration not stated)	-3	-10	-14	1	-20	-2	1	2	-6
C=CCNC1=C(Cl)C(=O)N(c2cccc(Cl)c2Cl)C1=O	8	-6	2	1	-14	5	-2	-8	-8
Cc1ccc(-c2csc(/C(C#N)=C/Nc3ccccc3SC(F)(F)F)n2)cc1	2	-7	-8	1	3	10	3	-5	3
CCN(CC)c1ccc(C2N(C(=O)N3CCOCC3)CCN2S(=O)(=O)c2ccc(C)cc2)cc1 (configuration not stated)	-1	-6	20	2	5	-1	-3	1	-2
O=C(CCc1ccccc1)NC(=S)Nc1ccc(S(=O)(=O)N2CCOCC2)cc1	0	11	15	2	8	-2	-2	0	-2
COc1cc2c(cc1NC(=O)C(C)NCc1ccccc1)oc1ccccc12 (configuration not stated)	7	-19	-20	3	-11	1	-1	2	1
Cc1cc2c(cc1S(=O)(=O)N(C)c1ccccc1)NC(=O)CO2	1	-5	12	20	6	3	0	-1	-5
O=C1CSC(=S)N1/N=C/c1ccc(O)c([N+](=O)[O-])c1	2	-6	9	118*	10	0	26	14	3
Cc1ccc(Nc2nc(N)nc(CN3CCCCCC3)n2)cc1	3	-10	-1	1	10	5	1	2	-2
COC(=O)c1ccc(NS(=O)(=O)c2ccc(OC)cc2)cc1	5	-13	-35	3	-13	3	-1	0	13
Cc1ccc2oc(-c3cccc(NC(=O)Cc4cccs4)c3)nc2c1	6	-14	1	1	3	0	-2	1	0
COc1ccc([C@@H]2[C@@H](C(=O)C(C)(C)C)N3N=Cc4ccccc4[C@@H]3C23C(=O)OC(C)(C)OC3=O)cc1OC	2	nt	7	4	-4	0	-5	-2	1
COc1ccc(CN(C2CCCC2)S(=O)(=O)c2ccc(-n3cnnn3)cc2)cc1OC	-1	-9	-20	1	15	-3	-4	1	3
SMILES	p97 inhibitor	MDM2 E3 inh	NPY1 pot ag	Hck-Nef inh	NPY-Y2 PAM-ag	NPY Y1 blocker	Runt-CBFb FRET	Runt-SMMHC FRET	RBBP9 inh
CC(C)[C@@H]1NC(=O)c2cc([N+](=O)[O-])cc(I)c2NCCC[C@@H](C(=O)NC(CC(=O)O)C(N)=O)NC(=O)[C@H](CO)NC1=O (some centres not stated)	-1	nt	-13	-2	-5	6	-1	-4	-10
COc1cc(NS(=O)(=O)c2ccc(Nc3nc(-c4ccccn4)cs3)cc2)nc(OC)n1	2	-5	1	24	-1	0	2	0	-7
CCOC(=S)SCc1cn2ccc(C)cc2n1	1	-6	-13	7	-2	1	4	-7	-8
C=CCNC(=O)C(=O)NCCCN1CCOCC1	1	-3	4	20	6	-1	-2	2	-7
COC(=O)c1ccc(NC(=O)C(=O)N2CCCC2)cc1	-2	-31	-6	-1	1	-3	3	-5	4
CCOC(=O)/C(C)=N/Nc1nc(-c2ccc(NC(C)=O)cc2)cs1	6	-6	17	10	-13	nt	15	-6	-7
CCOC(=O)c1cc(C)n(CCc2ccccc2)c1C	10	-10	7	0	-6	7	0	-4	9
C/C(=N\NC(=O)c1c(Cl)c(C)nn1C)c1ccc(NC(=O)c2ccncc2)cc1	-5	-7	-29	1	-3	2	-6	-6	-4
COC(=O)C(C)(C)ONC(=O)Nc1ccc(Br)cc1	-5	-4	3	-16	-7	-7	-1	5	-8
COc1cc(CCNC(=O)c2cnn3ccccc23)cc(OC)c1OC	-1	-9	-4	0	2	0	2	2	-6
Cc1nn(-c2ccccc2)c(CC(C)(C)C(=O)O)c1C(=O)O	6	-14	-26	0	6	-3	-2	4	8
Cc1ccc(NC(=O)N2CCC(=O)N2)cc1	-4	-10	3	1	-8	-1	0	-2	-2
CC(/C=N\NC(=O)c1cccnc1)c1ccccc1 (configuration not stated)	-3	nt	1	0	-23	3	nt	nt	-5
O=C(CSc1nc2ccccc2s1)NNC(=S)Nc1ccc(Cl)cc1	-11	-94	-19	0	-14	3	3	4	-4
COc1ccc(N2C(=O)NC3CC2(C)Oc2ccccc23)cc1 (configuration not stated)	0	-5	-4	24	12	1	1	1	-2
CCSc1nnc(NC(=O)Cc2cccc(OC)c2)s1	-5	8	-17	0	3	6	1	1	6
CCS(=O)(=O)N1CCN(c2ccc([N+](=O)[O-])c(NCc3cccnc3)c2)CC1	5	-4	11	20	-1	4	-5	1	-1
CCOc1cc(/C=N/NC(=O)c2cccc([N+](=O)[O-])c2)ccc1OS(=O)(=O)c1ccccc1	3	8	4	-1	-5	-3	-2	0	-14
O=C(c1ccc(S(=O)(=O)N2CCOCC2)cc1)N(c1cccc(Cl)c1)C1C=CS(=O)(=O)C1 (configuration not stated)	4	-12	11	-1	6	6	1	0	-4
COc1ccc(-c2cc(-c3ccccc3)n3ncnc3n2)cc1	-3	-6	-2	7	-6	6	-2	3	0
CCOc1ccc(N=C(NC#N)SCC)cc1	6	nt	12	1	15	3	-2	-4	-5
COc1cc2c(C(=O)N3CCN(c4ccccc4C)CC3)c(C)oc2cc1Br	4	-7	2	-1	-2	-3	0	-4	6
C=C(C)[C@@H]1CC=C(C(=O)O)CC1	nt	5	nt	22	nt	nt	0	2	nt
C/C(=N\NC(=O)c1ccccn1)c1ccc(Cl)cc1	-3	-39	9	23	8	nt	-1	0	-4
CCOC(=O)C1CCCN(c2ncnc3c2cnn3-c2ccc(Cl)cc2)C1 (configuration not stated)	1	-23	-42	1	-21	8	-3	-11	-4

Fetched by compound from above (2):
SMILES	p97 inhibitor	MDM2 E3 inh	NPY1 pot ag	Hck-Nef inh	NPY-Y2 PAM-ag	NPY Y1 blocker	Runt-CBFb FRET	Runt-SMMHC FRET	RBBP9 inh
O=C(CSc1nc2ccccc2s1)NNC(=S)Nc1ccc(Cl)cc1	-11	-94	-19	0	-14	3	3	4	-4
CCOC(=O)C1CCCN(c2ncnc3c2cnn3-c2ccc(Cl)cc2)C1 (configuration not stated)	1	-23	-42	1	-21	8	-3	-11	-4

(list continues)
SMILES	p97 inhibitor	MDM2 E3 inh	NPY1 pot ag	Hck-Nef inh	NPY-Y2 PAM-ag	NPY Y1 blocker	Runt-CBFb FRET	Runt-SMMHC FRET	RBBP9 inh
CC1CCc2c(sc(NC(=O)Cn3cnc([N+](=O)[O-])n3)c2C(N)=O)C1 (configuration not stated)	-4	-15	11	8	-7	1	-5	0	-4
O=C(Nc1ccccc1C(F)(F)F)N1CCCCCC1	-3	-15	-3	6	-7	10	1	-3	1
COC(=O)c1cn(C(=O)c2cccc(C)c2)c2ccccc12	5	2	1	22	-2	3	nt	nt	-2
COc1ccc(C)cc1NC(=O)Cn1cnnn1	6	-39	12	20	-3	-2	0	1	7
O=C(/C=C/c1cccc(F)c1)c1ccc(N2CCOCC2)cc1	-2	-8	-17	5	-19	nt	-3	-18	-4
Cc1cc(C(=O)NNC(=O)c2cccc(C(F)(F)F)c2)no1	7	-20	4	7	-6	nt	0	1	-10
O=C(Nc1ccsn1)c1ccc(Cl)cc1Cl	-5	-14	-26	5	2	nt	2	1	-16
COc1ccc2c(c1)cc1n2CCN=C1NCCO	-1	-8	-2	-2	-22	4	0	3	4
O=C(c1ccco1)N1CCC(N2CCN(c3ccccc3)CC2)CC1	5	-8	-20	10	5	nt	2	-3	2
Cc1cc2cc(CNC(=O)C3CCCC3)ccc2n1C	nt	-3	nt	28	nt	nt	0	0	nt
CC(C)(C)NC(=O)Nc1ccc2nccnc2c1	-2	-4	23	2	-5	5	4	6	-2
Cc1ccc2c(c1)N(CC(=O)OCC(=O)NCc1ccccc1)C(=O)CO2	-2	-4	3	20	16	-4	-1	0	-4
Cc1ccc(N(CN2CCCC2=O)C(=O)c2ccccc2)cc1	3	-6	9	-24	7	-9	18	2	3
CCN(CC)S(=O)(=O)c1cc(NS(=O)(=O)c2ccccc2)ccc1C	4	-2	7	1	11	5	1	3	-3
CC(=O)N1N=C(N)SC1(C)C	0	-20	14	-3	10	2	1	3	-5
CC(=O)N1CCc2cc(Br)cc(S(=O)(=O)NCC3CCCO3)c21 (configuration not stated)	-1	4	-14	2	3	1	-2	4	-10
O=C(Nc1ccc(-c2noc(CCc3ccccc3)n2)cc1)c1ccco1	-7	-46	20	4	2	1	-6	-9	-25
Brc1ccc(CSc2ccc(-c3ccco3)nn2)cc1	3	-25	-9	22	-4	6	53*	55	-8
O=C1C2C3C=CC(C4CC34)C2C(=O)N1/N=C/c1ccc([N+](=O)[O-])o1 (configuration not stated)	5	-2	2	13	0	3	1	1	-9
Cc1nnc(-c2cnn(-c3ccccc3)c2N)n1Cc1ccccc1	2	3	12	6	-13	0	2	0	-6
CCCN(CCC)C(=O)Cn1c2ccccc2c2nc(=O)cc(C)n21	-6	-6	0	1	7	2	2	-1	-7
COc1ccc(/C=C(/NC(=O)c2ccccc2)C(=O)NC2CCS(=O)(=O)C2)cc1 (configuration not stated)	1	2	-1	5	14	4	0	2	-14

Screening data (PubChem BioAssay)
